# High-throughput results deposited in PubChem BioAssay by Sanford-Burnham Center for Chemical Genomics.
# mIAP inh – mouse IAP inhibition. 0.2% of 330,000 active. inhibition, % at 10 µM. purified mouse IAP, CDP-Star luminescence, 30 min;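 active = inhibition of at least 40% at 10 µM in the primary screen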;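 also: plate controls were DMSO with enzyme for no effect and no enzyme wells for full effect; values of inactives mirror those of a sister screen read the other way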
# mIAP activ – mouse IAP activation; muIAP, CDP-Star luminescence, 30 min; hits give high values; 1 = vehicle-only enzyme signal, 0 = enzyme-free wells; activation factor at 10 µM; 0.24% of 330,000 active; AID 2805;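 active = activation factor of at least 2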; also: the source names both 10 and 20 µM as test concentration; values of inactives mirror those of a sister screen read the other way
#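 System: mouse IAP enzyme. Reagent: CDP-Star chemiluminescent phosphatase substrate. Benchmarks: DMSO wells, no-enzyme wells. Times: 30 min enzyme-substrate-compound incubation at room temperature. Detection: luminescence from enzymatic CDP-Star hydrolysis. Doses: test compounds delivered from DMSO solution.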
# tim10-1 inh – tim10-1 yeast growth inhibition | S. cerevisiae tim10-1 ts strain growth, BacTiter-Glo, 24 h | inhibition, % at 20 µM | 2.2% of 330,000 active;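 active = inhibition of at least 40%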;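 also: mutant grown at 25 °C; 0% = DMSO wells with yeast and 100% = wells holding no yeast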
# Apaf-1 inh – human Apaf-1 inhibition; O14727; inhibition, % at 20 µM; 0.71% of 330,000 active; reconstituted apoptosome caspase-3 activity, DEVD-Rh110 fluorescence; active = inhibition of at least 40% at 20 µM;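 also: plate controls were DMSO wells for no effect and DEVD-CHO caspase inhibitor wells for full effect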
#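 Assay system – apoptosome proteins · Medium – Hepes buffer, pH 7.5 · Also added – cytochrome c with DEVD-Rh110 · Timing – 30 min compound preincubation, 50 min activation, room temperature · Detection – Rh110 fluorescence, excitation 480 nm, emission 540 nm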
# NALP3 yeast inh – inhibitors of NALP3 inflammasome in yeast. 0.39% of 330,000 active. Yeast reconstituted NLRP3/ASC/caspase-1, beta-gal luminescence, 24 h. AID 2825. inhibition, % at 10 µM;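 active = inhibition of 50% or more; inactive = inhibition below 50%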;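 also: plate controls were induced DMSO wells for no effect and uninduced yeast grown without galactose for full effect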
# TIM10 inh – inhibits growth of TIM10 yeast strain; AID 463195; inhibition, % at 10 µM; 1.4% of 330,000 active; S. cerevisiae TIM10 strain growth, BacTiter-Glo luminescence, 24 h;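 active = inhibition of 40% or more at the single tested concentration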;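 also: wild-type TIM10 isogenic control strain grown at permissive 25 °C; 0% = DMSO yeast wells and 100% = minimal medium wells without yeast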
# ATG4B inhibitor – inhibitors of human ATG4B cysteine protease; Q9Y4P1; ATG4B cleavage of LC3-PLA2, NBD-HPC fluorescence, 1 h; inhibition, % at 8.33 µM; 0.51% of 340,000 active; AID 504462; in the data active = inhibition above about 40%
# Target sequence (Q9Y4P1 whole entry, looked up): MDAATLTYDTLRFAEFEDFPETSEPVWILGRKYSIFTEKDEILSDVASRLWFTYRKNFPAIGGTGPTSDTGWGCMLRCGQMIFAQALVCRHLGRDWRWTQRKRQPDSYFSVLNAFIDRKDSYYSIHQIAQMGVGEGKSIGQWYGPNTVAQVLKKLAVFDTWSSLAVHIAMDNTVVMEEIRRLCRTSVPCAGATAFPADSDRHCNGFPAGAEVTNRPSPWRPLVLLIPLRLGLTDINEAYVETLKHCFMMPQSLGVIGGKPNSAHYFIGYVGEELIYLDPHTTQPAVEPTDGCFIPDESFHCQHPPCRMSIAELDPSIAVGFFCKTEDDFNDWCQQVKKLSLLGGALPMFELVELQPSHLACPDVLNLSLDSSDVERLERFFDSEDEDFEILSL
# hIAP act – human IAP activation; P09923; 0.16% of 330,000 active; purified human IAP, CDP-Star luminescence, 30 min; hits give high values; 1 = vehicle-only enzyme, 0 = enzyme-free background; activation factor at 10 µM; AID 2524;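 active = activation factor of the enzyme at least 2-fold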; also: the source names both 10 and 20 µM as test concentration; values of inactives mirror those of a sister screen read the other way
# hIAP inh – blocks human intestinal alkaline phosphatase; 0.12% of 330,000 active; P09923; inhibition, % at 10 µM; purified IAP, CDP-Star luminescence, 30 min;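 active = inhibition reaching a set limit with compound at 10 µM in the primary screen, cut at about 35% in these data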;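 also: plate controls were DMSO wells with enzyme for no effect and no-enzyme buffer wells for full effect; values of inactives mirror those of a sister screen read the other way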
# * hit, by the source's call.
SMILES,mIAP inh,mIAP activ,tim10-1 inh,Apaf-1 inh,NALP3 yeast inh,TIM10 inh,ATG4B inhibitor,hIAP act,hIAP inh
COc1ccc(C(CNC(=O)c2ccc3c(c2)OCCO3)N(C)C)cc1 (centres undefined),4,0.96,-17,0,0,2,-1,0.99,1
O=C(NC1CCCCC1)C(=O)c1c(-c2ccccc2)[nH]c2ccccc12,0,1,8,6,11,9,-29,0.97,3
O=C(COC(=O)CN1C(=O)NC2(CCCC2)C1=O)Nc1ccc(C(F)(F)F)cc1[N+](=O)[O-],2,0.98,5,7,12,-7,-14,1.1,-8
CC(=O)Nc1ccc(S(=O)(=O)N(Cc2cccnc2)Cc2cc3ccc(C)cc3[nH]c2=O)cc1,7,0.93,38,9,0,14,-6,1,-2
CCCN1C(=O)SC(CC(=O)Nc2cccc3ccccc23)C1=O (centres undefined),4,0.96,1,-2,13,-2,-1,1.1,-11
COc1nc(N2CCOCC2)nc(-n2cccc2)n1,-2,1,20,-1,4,12,4,0.92,8
COC(=O)c1cc(NC(=O)CSc2nc(C)cc(=O)[nH]2)cc(C(=O)OC)c1,-7,1.1,-3,-18,7,-5,-3,1,-3
Fc1ccccc1-c1nc(-c2ccc(Cl)cc2)no1,6,0.94,5,-11,15,17,7,1.1,-6
O=C(OCc1cccc([N+](=O)[O-])c1)c1cnccn1,6,0.94,15,-9,-14,15,1,0.79,21
CCn1ncc(/C=N/NC(=O)c2cc(Cl)ccc2OC)c1C,-6,1.1,15,-8,-10,-3,0,0.94,6
COc1ccc(-c2nn(CC(=O)Nc3ccc(Cl)c(Cl)c3)c(=O)c3ccccc23)cc1,16,0.84,10,19,16,16,6,0.85,15
C[C@H](CO)N1C[C@H](C)[C@@H](CN(C)C(=O)Nc2ccccc2)Oc2ccc(NC(=O)C3CCCCC3)cc2C1=O,-8,1.1,9,2,-3,-5,-13,1,-2
CCOc1ccc(NC(=O)Cn2nnc(C(=O)NCc3ccc4c(c3)OCO4)c2N)cc1,0,1,4,-7,8,-8,9,1.1,-7
O=C(O)CCC(=O)N1CCN(c2nc(-c3ccccc3)c3cc(Br)ccc3n2)CC1,-2,1,21,0,13,7,4,1.2,-16
CCc1nnc(NC(=O)CSc2ccc(-c3nc4ccc(C)cc4[nH]3)cn2)s1,7,0.93,10,13,20,11,-6,1,-2
COc1ccccc1Cn1nnc2c(=O)[nH]c(C3CCN(C(=O)c4ccccc4Cl)CC3)nc21,-4,1,14,20,16,5,-11,0.91,9
CC(=O)N(CC(C)C(=O)O)c1c(I)cc(I)c(N)c1I (centres undefined),-8,1.1,8,3,12,8,5,1.1,-11
O=C(/C=C/c1ccccc1Cl)NC(=S)Nc1ccccc1C(=O)NC1CCCCC1,20,0.8,10,-5,8,8,-3,0.96,4
COc1ccc(S(=O)(=O)N2CCCC(C(=O)NCc3ccccc3)C2)cc1 (centres undefined),-6,1.1,17,7,8,8,5,0.92,8
CC(C)NC(=O)COc1coc(CN2CCN(Cc3ccccc3)CC2)cc1=O,5,0.95,-4,-8,17,-7,-7,0.89,11
COc1ccc(OC)c(NC(=O)C2C3C=CC(C3)C2C(=O)NCc2cccnc2)c1 (centres undefined),7,0.93,-5,0,-1,1,4,1.2,-18
Cc1ccc(C(=O)OCC(=O)NCc2ccco2)cc1C,-2,1,8,6,34,11,1,0.99,1
Cc1nc(N2CCN(C(=O)c3ccco3)CC2)[nH]c(=O)c1C,3,0.97,4,-16,8,2,3,0.95,5
Cc1cccc(-c2cc(C(=O)Nc3ccncc3)c3ccccc3n2)c1,-2,1,8,26,9,4,-7,1.2,-18
CCCn1c(N)c(N(CCOC)C(=O)c2cccc(Cl)c2)c(=O)[nH]c1=O,13,0.87,3,3,11,-7,1,0.93,7
O=C(NCCc1cccs1)c1ccc(Cl)c(Cl)c1,-8,1.1,23,9,18,0,3,1.1,-10
Cc1ccc(C)c(NC(=O)CSc2nc3c(oc4ccccc43)c(=O)n2-c2ccccc2)c1,2,0.98,13,21,7,17,-5,1.1,-11
O=C(CCc1ccccc1Cl)NC1CCCN(c2ccc(C(F)(F)F)cn2)C1 (centres undefined),-11,1.1,4,6,17,7,3,1.3,-28

# In a second layout: 3 of the compounds above.
Molecule | mIAP inh | mIAP activ | tim10-1 inh | Apaf-1 inh | NALP3 yeast inh | TIM10 inh | ATG4B inhibitor | hIAP act | hIAP inh
CCCn1c(N)c(N(CCOC)C(=O)c2cccc(Cl)c2)c(=O)[nH]c1=O | 13 | 0.87 | 3 | 3 | 11 | -7 | 1 | 0.93 | 7
O=C(NCCc1cccs1)c1ccc(Cl)c(Cl)c1 | -8 | 1.1 | 23 | 9 | 18 | 0 | 3 | 1.1 | -10
Cc1ccc(C)c(NC(=O)CSc2nc3c(oc4ccccc43)c(=O)n2-c2ccccc2)c1 | 2 | 0.98 | 13 | 21 | 7 | 17 | -5 | 1.1 | -11

# One compound at a time, as listed above. Order of values: mIAP inh | mIAP activ | tim10-1 inh | Apaf-1 inh | NALP3 yeast inh | TIM10 inh | ATG4B inhibitor | hIAP act | hIAP inh
# COC(=O)c1cc(NC(=O)CSc2nc(C)cc(=O)[nH]2)cc(C(=O)OC)c1 is entered as -7 | 1.1 | -3 | -18 | 7 | -5 | -3 | 1 | -3
# CC(=O)Nc1ccc(S(=O)(=O)N(Cc2cccnc2)Cc2cc3ccc(C)cc3[nH]c2=O)cc1 is entered as 7 | 0.93 | 38 | 9 | 0 | 14 | -6 | 1 | -2
# O=C(/C=C/c1ccccc1Cl)NC(=S)Nc1ccccc1C(=O)NC1CCCCC1 is entered as 20 | 0.8 | 10 | -5 | 8 | 8 | -3 | 0.96 | 4
# CCCN1C(=O)SC(CC(=O)Nc2cccc3ccccc23)C1=O (centres undefined) is entered as 4 | 0.96 | 1 | -2 | 13 | -2 | -1 | 1.1 | -11
# COc1ccc(OC)c(NC(=O)C2C3C=CC(C3)C2C(=O)NCc2cccnc2)c1 (centres undefined) is entered as 7 | 0.93 | -5 | 0 | -1 | 1 | 4 | 1.2 | -18

# Rows were taken by chance. Share with any hit: about 4.5%.
